UGM FP inh = Mtb UDP-galactopyranose mutase inhibition | P9WIQ1 | 320,000 tested, 0.06% active | purified UGM, fluorescence polarization probe displacement | AID 504406 | inhibition, % at 10 µM; in the data active means inhibition above about 10%, passing the limit was not always enough
FadD28 binding = M. tuberculosis FadD28 bisubstrate binding inhibition. FadD28 bisubstrate probe binding, fluorescence polarization. inhibition, % at 12.5 µM. 360,000 tested, 0.22% active. AID 588549; in the data active means inhibition above about 8.5%, passing the limit was not always enough
Y pestis TopoI = blocks Yersinia pestis topoisomerase I activity; 360,000 tested, 0.064% active; Y. pestis Topo-I cleavage product accumulation, plate reader; AID 504884; activity, % at 10 µM; in the data active means activity above about 50%, passing the limit was not always enough; further: inactives centre near 2
PfHsp40 rescue = compounds rescuing yeast from Plasmodium falciparum HSP40 toxicity | S. cerevisiae expressing PfHsp40, growth rescue, ATP luminescence | growth rescue, % at 12.5 µM | 340,000 tested, 0.68% active | AID 504582; in the data active means growth rescue above about 28%, passing the limit was not always enough;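 further: yeast W303a lacking pdr1 and pdr3 grown in galactose medium; growth measured after three days at 30 °C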
BH1578 lux ind = induces V. cholerae light production without autoinducers; 350,000 tested, 0.16% active; activation, % at 18.7 µM; V. cholerae BH1578 lux reporter, luminescence, 6 h; in the data active means activation mostly above about 9.7%, no sharp cut-off; further: not every result past the cut was called active; inactives centre near 0; reference of the scale not given here
FBA Mtb inh = Mtb fructose-bisphosphate aldolase inhibition; P9WQA3; purified M. tuberculosis FBA, fluorescence read-out; inhibition, % at 1 µM; 360,000 tested, 2.3% active; AID 588726; in the data active means inhibition above about 27%;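 further: 0% = vehicle and 100% = reference inhibitor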
TcdB GH inh = blocks C. difficile toxin B glycohydrolase activity; TcdB glycohydrolase enzymatic assay, plate reader; 350,000 tested, 0.24% active; P18177; inhibition, % at 9.99 µM; in the data active means inhibition above about 10%
Target sequence (P18177 whole entry, looked up): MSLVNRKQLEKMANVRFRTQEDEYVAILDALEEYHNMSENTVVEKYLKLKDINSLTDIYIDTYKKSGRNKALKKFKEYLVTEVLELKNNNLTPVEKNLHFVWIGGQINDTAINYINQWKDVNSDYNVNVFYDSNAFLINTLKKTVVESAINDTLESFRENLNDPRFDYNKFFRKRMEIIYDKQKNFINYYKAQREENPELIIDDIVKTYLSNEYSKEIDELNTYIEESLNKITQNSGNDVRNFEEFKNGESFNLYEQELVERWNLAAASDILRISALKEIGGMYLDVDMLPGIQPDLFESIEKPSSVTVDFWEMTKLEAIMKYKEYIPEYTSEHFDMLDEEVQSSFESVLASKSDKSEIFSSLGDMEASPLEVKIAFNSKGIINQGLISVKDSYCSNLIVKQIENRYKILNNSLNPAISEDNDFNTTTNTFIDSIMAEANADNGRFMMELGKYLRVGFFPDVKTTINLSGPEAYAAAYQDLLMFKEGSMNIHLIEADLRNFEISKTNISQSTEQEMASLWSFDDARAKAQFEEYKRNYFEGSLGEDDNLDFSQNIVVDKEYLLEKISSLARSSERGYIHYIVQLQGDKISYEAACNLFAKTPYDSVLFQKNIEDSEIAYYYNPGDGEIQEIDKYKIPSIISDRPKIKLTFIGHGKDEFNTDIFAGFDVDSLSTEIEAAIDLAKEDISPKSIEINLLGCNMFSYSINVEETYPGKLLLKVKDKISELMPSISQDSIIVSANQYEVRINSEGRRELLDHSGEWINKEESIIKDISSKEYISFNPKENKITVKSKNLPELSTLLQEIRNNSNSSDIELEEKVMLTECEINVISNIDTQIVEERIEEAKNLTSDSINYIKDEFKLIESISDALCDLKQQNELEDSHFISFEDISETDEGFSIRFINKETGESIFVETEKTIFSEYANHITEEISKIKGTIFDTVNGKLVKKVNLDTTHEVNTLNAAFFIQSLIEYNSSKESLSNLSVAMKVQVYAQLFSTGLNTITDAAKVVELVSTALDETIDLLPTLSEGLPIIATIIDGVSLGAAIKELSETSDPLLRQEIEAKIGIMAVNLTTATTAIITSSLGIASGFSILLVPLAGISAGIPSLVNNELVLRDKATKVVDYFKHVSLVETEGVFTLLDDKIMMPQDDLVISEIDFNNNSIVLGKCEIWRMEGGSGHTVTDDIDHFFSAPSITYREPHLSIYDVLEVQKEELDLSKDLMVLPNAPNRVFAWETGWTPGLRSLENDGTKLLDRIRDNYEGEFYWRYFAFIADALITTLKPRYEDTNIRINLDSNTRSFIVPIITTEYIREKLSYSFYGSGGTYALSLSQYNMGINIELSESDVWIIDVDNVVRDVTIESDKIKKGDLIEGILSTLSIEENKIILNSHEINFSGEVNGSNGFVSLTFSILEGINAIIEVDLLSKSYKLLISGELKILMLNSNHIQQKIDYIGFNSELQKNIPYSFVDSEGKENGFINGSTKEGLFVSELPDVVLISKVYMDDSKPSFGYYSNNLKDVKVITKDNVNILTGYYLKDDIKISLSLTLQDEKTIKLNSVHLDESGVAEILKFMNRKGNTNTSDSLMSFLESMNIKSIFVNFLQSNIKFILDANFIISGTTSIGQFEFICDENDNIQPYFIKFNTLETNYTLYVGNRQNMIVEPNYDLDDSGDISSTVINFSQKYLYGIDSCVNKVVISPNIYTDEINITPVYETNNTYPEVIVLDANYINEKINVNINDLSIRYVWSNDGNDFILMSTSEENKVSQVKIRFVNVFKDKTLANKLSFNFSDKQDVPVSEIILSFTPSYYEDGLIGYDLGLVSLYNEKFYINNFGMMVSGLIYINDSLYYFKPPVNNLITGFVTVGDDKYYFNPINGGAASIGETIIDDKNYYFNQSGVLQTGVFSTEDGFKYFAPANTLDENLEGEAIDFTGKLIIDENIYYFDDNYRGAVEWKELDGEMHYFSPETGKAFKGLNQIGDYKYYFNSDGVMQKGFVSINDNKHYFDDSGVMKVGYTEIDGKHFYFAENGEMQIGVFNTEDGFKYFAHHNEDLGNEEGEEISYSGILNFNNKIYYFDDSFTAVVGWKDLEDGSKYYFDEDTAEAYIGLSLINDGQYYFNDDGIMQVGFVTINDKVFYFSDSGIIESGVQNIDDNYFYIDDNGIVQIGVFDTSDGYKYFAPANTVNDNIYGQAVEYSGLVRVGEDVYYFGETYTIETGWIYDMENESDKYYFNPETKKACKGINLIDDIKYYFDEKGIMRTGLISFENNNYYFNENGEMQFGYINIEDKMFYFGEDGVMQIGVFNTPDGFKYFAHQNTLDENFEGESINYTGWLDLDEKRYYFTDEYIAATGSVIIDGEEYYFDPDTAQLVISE
GDH-TPI inh = GDH-TPI coupled enzyme inhibition counter-screen | GDH-TPI coupled enzyme counterscreen, NADH absorbance | inhibition, % at 4.8 µM | 360,000 tested, 1.2% active; in the data active means inhibition above about 30%;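 further: 0% = DMSO wells and 100% = wells lacking the enzyme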
Mtb BioA inh = BioA (M. tuberculosis) enzyme inhibition; purified M. tuberculosis BioA enzyme, plate reader; inhibition, % at 9.99 µM; 360,000 tested, 0.096% active; AID 602481; in the data active means inhibition above about 40%
An asterisk follows results filed as active; i = inactive; nt = not tested or not shown.

1. Cc1cc(C)cc(OCCNC(=O)C2CCN(S(=O)(=O)c3ccccc3)CC2)c1
2. CCC(C)[C@H]1COCCS(=O)(=O)N1Cc1ccc(Br)cc1 (stereo partly specified)
3. CCN1C(=O)/C(=C/c2ccc(OC)c(OC)c2)N=C1SCC(=O)NCc1ccco1
4. CCOc1cc(NC(=S)NCCCN2CCOCC2)c(OCC)cc1NC(=O)C(C)C
5. CCCCC(=O)Nc1cccc2c1C(=O)N(c1ccccc1)C2=O
6. Cc1ccc(S(=O)(=O)CCC(O)c2ccc(Cl)cc2)cc1 (stereo unspecified)

assay / compound | 1 | 2 | 3 | 4 | 5 | 6
TcdB GH inh | 1.1 | 3.5 | 1.7 | nt | nt | -2.9
PfHsp40 rescue | -0.9 | 0.3 | -0.4 | 0.4 | 0.3 | 0.0
UGM FP inh | -0.8 | -0.8 | -3.2 | -5.8 | 0.3 | 0.7
FBA Mtb inh | -2 | 0 | 1 | -2 | 2 | 2
Y pestis TopoI | 25 | 12 | -2 | -1 | 3 | 10
BH1578 lux ind | i | i | -0.4 | -0.3 | i | -1.4
FadD28 binding | 0.7 | -5.5 | -0.6 | -4.4 | 0.5 | -1.4
Mtb BioA inh | -1.4 | -1.0 | -3.1 | -0.5 | -1.7 | 4.7
GDH-TPI inh | 4 | 10 | 14 | 1 | 3 | -4

7. CC(C)(C)OC(=O)CNC(=O)c1[nH]cnc1C(=O)N[C@@H](CCCCNC(=O)OC(C)(C)C)C(=O)OC(C)(C)C
8. Cc1ccc(Cn2nnc3c(=O)n(CC(=O)NCc4ccc5c(c4)OCO5)cnc32)cc1
9. OC(c1ccccc1)(c1nc(-c2ccc(Cl)cc2)cs1)C(F)(F)F (stereo unspecified)
10. Cc1ccc(NC2=CC(=O)CC(c3ccccc3)C2)cc1 (stereo unspecified)
11. O=C(NCCSCc1ccccc1)c1ccccc1
12. COc1ccnc(Oc2ccc(F)cc2)c1C(=O)N/C=N/OCc1ccc(F)cc1

assay / compound | 7 | 8 | 9 | 10 | 11 | 12
TcdB GH inh | 1.7 | -0.5 | 0.8 | nt | 0.0 | nt
PfHsp40 rescue | 19 | 0.1 | nt | -1.2 | 2.1 | 2.8
UGM FP inh | -2.0 | -0.8 | nt | 2.8 | 2.2 | 0.8
FBA Mtb inh | -1 | -1 | 2 | 0 | -3 | 2
Y pestis TopoI | 1 | 16 | -9 | 8 | 12 | 5
BH1578 lux ind | 0.5 | -8.3 | 0.5 | i | -0.1 | i
FadD28 binding | -0.1 | 1.4 | -2.2 | 2.1 | -3.4 | -5.1
Mtb BioA inh | 0.9 | -0.5 | -1.9 | nt | nt | nt
GDH-TPI inh | -2 | 11 | 8 | 10 | -6 | -11

An excerpt from above in order of SMILES length, low to high.
11. O=C(NCCSCc1ccccc1)c1ccccc1
10. Cc1ccc(NC2=CC(=O)CC(c3ccccc3)C2)cc1 (stereo unspecified)
6. Cc1ccc(S(=O)(=O)CCC(O)c2ccc(Cl)cc2)cc1 (stereo unspecified)
5. CCCCC(=O)Nc1cccc2c1C(=O)N(c1ccccc1)C2=O
2. CCC(C)[C@H]1COCCS(=O)(=O)N1Cc1ccc(Br)cc1 (stereo partly specified)
4. CCOc1cc(NC(=S)NCCCN2CCOCC2)c(OCC)cc1NC(=O)C(C)C
12. COc1ccnc(Oc2ccc(F)cc2)c1C(=O)N/C=N/OCc1ccc(F)cc1
1. Cc1cc(C)cc(OCCNC(=O)C2CCN(S(=O)(=O)c3ccccc3)CC2)c1

assay / compound | 11 | 10 | 6 | 5 | 2 | 4 | 12 | 1
TcdB GH inh | 0.0 | nt | -2.9 | nt | 3.5 | nt | nt | 1.1
PfHsp40 rescue | 2.1 | -1.2 | 0.0 | 0.3 | 0.3 | 0.4 | 2.8 | -0.9
UGM FP inh | 2.2 | 2.8 | 0.7 | 0.3 | -0.8 | -5.8 | 0.8 | -0.8
FBA Mtb inh | -3 | 0 | 2 | 2 | 0 | -2 | 2 | -2
Y pestis TopoI | 12 | 8 | 10 | 3 | 12 | -1 | 5 | 25
BH1578 lux ind | -0.1 | i | -1.4 | i | i | -0.3 | i | i
FadD28 binding | -3.4 | 2.1 | -1.4 | 0.5 | -5.5 | -4.4 | -5.1 | 0.7
Mtb BioA inh | nt | nt | 4.7 | -1.7 | -1.0 | -0.5 | nt | -1.4
GDH-TPI inh | -6 | 10 | -4 | 3 | 10 | 1 | -11 | 4

3. CCN1C(=O)/C(=C/c2ccc(OC)c(OC)c2)N=C1SCC(=O)NCc1ccco1
8. Cc1ccc(Cn2nnc3c(=O)n(CC(=O)NCc4ccc5c(c4)OCO5)cnc32)cc1
7. CC(C)(C)OC(=O)CNC(=O)c1[nH]cnc1C(=O)N[C@@H](CCCCNC(=O)OC(C)(C)C)C(=O)OC(C)(C)C

assay / compound | 3 | 8 | 7
TcdB GH inh | 1.7 | -0.5 | 1.7
PfHsp40 rescue | -0.4 | 0.1 | 19
UGM FP inh | -3.2 | -0.8 | -2.0
FBA Mtb inh | 1 | -1 | -1
Y pestis TopoI | -2 | 16 | 1
BH1578 lux ind | -0.4 | -8.3 | 0.5
FadD28 binding | -0.6 | 1.4 | -0.1
Mtb BioA inh | -3.1 | -0.5 | 0.9
GDH-TPI inh | 14 | 11 | -2

(further entries)
13. Cc1cc(C(=O)OCC(=O)c2ccc3c(c2)NC(=O)CO3)c2ccccc2n1
14. CCOC(=O)CSc1nnc(CNc2cccc(Cl)c2)n1-c1ccccc1
15. CC(C)Cc1nc(N2CCN(C(=O)c3ccco3)CC2)c(C#N)c2c1CCCC2
16. O=[N+]([O-])c1ccc(NC(=S)N2CCN(c3ccc(F)cc3)CC2)cc1
17. COc1cccc(C(=O)Nn2c(C)nnc2-n2nc(C)cc2C)c1
18. Cc1c(C(=O)Nc2cccc(S(=O)(=O)N3CCOCC3)c2)oc2ccccc12

assay / compound | 13 | 14 | 15 | 16 | 17 | 18
TcdB GH inh | nt | nt | 1.0 | nt | nt | 2.4
PfHsp40 rescue | -1.3 | -1.3 | 6.5 | 1.1 | -0.8 | 13
UGM FP inh | 6.1 | -1.0 | 1.5 | -2.3 | 0.9 | 1.3
FBA Mtb inh | -1 | 2 | 9 | -1 | -5 | -1
Y pestis TopoI | 1 | 7 | 3 | -8 | 0 | 8
BH1578 lux ind | -0.7 | -0.3 | i | 5.9 | -0.4 | -3.3
FadD28 binding | 0.5 | 0.4 | -0.6 | -0.9 | -0.7 | -1.6
Mtb BioA inh | nt | nt | -0.7 | 0.8 | 0.2 | -2.6
GDH-TPI inh | 13 | 3 | 5 | 18 | -4 | 6

19. CCCCCC#CCN1CCN(C23CC4CC(CC(C4)C2)C3)CC1
20. CC(=O)c1nc2ccccc2n1CCc1ccccc1
21. CC(=O)NC(c1ccccc1)c1nc(-c2cc3ccccc3o2)cs1 (stereo unspecified)
22. CCCN1CCC2(CC1)NC(C(=O)O)Cc1c2[nH]c2ccccc12 (stereo unspecified)
23. COc1ccccc1OCCn1cc(C(=O)O)c2ccccc21
24. COC(=O)COc1ccc(S(=O)(=O)Nc2cc([N+](=O)[O-])ccc2C)cc1

assay / compound | 19 | 20 | 21 | 22 | 23 | 24
TcdB GH inh | nt | 2.0 | 3.4 | nt | 1.3 | 0.3
PfHsp40 rescue | 0.2 | -0.4 | nt | -0.5 | 0.9 | 24
UGM FP inh | 0.7 | 0.1 | nt | -2.0 | 1.4 | -2.1
FBA Mtb inh | 0 | 7 | 0 | 4 | 6 | -5
Y pestis TopoI | 12 | -2 | 20 | 1 | -4 | 7
BH1578 lux ind | i | -0.6 | -0.2 | -0.4 | -2.8 | -0.1
FadD28 binding | -4.9 | -2.8 | 1.4 | -2.1 | 0.8 | 0.9
Mtb BioA inh | 0.1 | 2.8 | -0.5 | 1.2 | 0.1 | nt
GDH-TPI inh | -8 | -3 | 7 | -14 | 6 | 0

25. Cc1ccc(NCc2nnc(SCC(=O)NCc3ccco3)n2CC2CCCO2)c(C)c1 (stereo unspecified)
26. COc1ccc(OC)c(CNC(=O)Cn2nc(C)c3c(C)n(-c4ccc(C)cc4)nc3c2=O)c1
27. O=C(CCNS(=O)(=O)c1ccccc1C(F)(F)F)N1CCN(S(=O)(=O)c2cccc(F)c2)CC1
28. CC(=O)c1c(C)[nH]c(C(=O)NCCc2c[nH]c3ccccc23)c1C

assay / compound | 25 | 26 | 27 | 28
TcdB GH inh | nt | 1.1 | 0.0 | -4.9
PfHsp40 rescue | 0.0 | -0.5 | -0.3 | -0.6
UGM FP inh | 4.6 | -0.2 | -1.8 | 4.1
FBA Mtb inh | 2 | -2 | 0 | 3
Y pestis TopoI | 2 | 11 | 13 | -4
BH1578 lux ind | -0.3 | i | i | -4.8
FadD28 binding | -2.2 | -0.9 | -2.0 | -1.8
Mtb BioA inh | nt | -0.9 | nt | 0.2
GDH-TPI inh | -3 | -7 | -4 | -5

Assay outcomes (PubChem)
